# PP1 inh: counter-screen for PP5 inhibitors: inhibitors of human PP1-alpha; purified PP1alpha, OMFP fluorescence; inhibition, % at 6.7 µM; P62136; hit rate 0.9% among 320,000;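 active means inhibition above the mean inhibition of all tested compounds plus 3 SD, computed separately for each screening campaign, cut at about 15% in these data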
# GASC-1 inh: human JMJD2C demethylase inhibition. inhibition, % at 2.35 µM. AID 2099. GST-JMJD2C(1-420) H3K9me3 demethylation, DELFIA europium. hit rate 0.069% among 330,000;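 active means more than half of a compound's replicate wells show inhibition beyond 50%, single wells judged on their own value; inconclusive means some, but no more than half, of replicates pass 50% inhibition; inactive means no replicate passes 50% inhibition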;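 further: signal counts dimethyl H3K9 product captured on neutravidin plate; 0% = median of DMSO wells and 100% = 0.3 times that DMSO median; strong numbers were not always called active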
# Target sequence (Q9H3R0 1-420 limits assumed): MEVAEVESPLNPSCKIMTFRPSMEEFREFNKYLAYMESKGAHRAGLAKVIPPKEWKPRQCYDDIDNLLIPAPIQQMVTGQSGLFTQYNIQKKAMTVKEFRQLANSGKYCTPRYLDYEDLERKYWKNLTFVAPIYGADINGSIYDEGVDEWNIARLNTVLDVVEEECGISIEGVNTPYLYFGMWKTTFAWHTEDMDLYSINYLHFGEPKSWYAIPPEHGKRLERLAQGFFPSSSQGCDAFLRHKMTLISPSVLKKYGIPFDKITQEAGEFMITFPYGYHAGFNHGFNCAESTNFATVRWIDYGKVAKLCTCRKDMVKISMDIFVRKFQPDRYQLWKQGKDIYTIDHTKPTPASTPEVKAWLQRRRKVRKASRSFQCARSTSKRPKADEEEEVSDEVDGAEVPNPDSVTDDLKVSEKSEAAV
# Fh CTSL1 inh: blocks F. hepatica cathepsin L1 in PFM18AAP counter-screen; recombinant F. hepatica cathepsin L1, Z-Leu-Arg-MCA fluorescence; hit rate 0.49% among 300,000; inhibition, % at 5.96 µM;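 active means inhibition above the mean of all tested compounds plus 3 SD, set per screening campaign, cut at about 17% in these data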;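 further: 0% = plate median of test compound wells and 100% = 1 µM Z-Phe-Ala-diazomethylketone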
# TPT1 inh: C. albicans TPT1 enzyme inhibition; recombinant caTPT1, FP RNA substrate dephosphorylation; inhibition, % at 5 µM; hit rate 0.81% among 300,000; AID 1962;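 active means inhibition above the mean of all tested compounds plus 3 SD, set per screening campaign, cut at about 24% in these data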;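 further: plate controls were DMSO alone for no effect and ferristatin control at 100 nM for full effect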
# Efflux pump inh: blocks antifungal efflux pumps in multiplex yeast assay; S. cerevisiae Candida pump triplex, Nile Red efflux; inhibition, % at 10 µM; hit rate 0.44% among 330,000;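 active means plate passing quality check with inhibition over a set limit, or well fluorescence over plate mean plus 4 SD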;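 further: Nile Red retained in pooled yeast measured as flow cytometry median fluorescence; 0% = buffer negative control and 100% = Enniatin B positive control; higher means more Nile Red kept so more efflux inhibition; some compounds called inactive have numbers as strong as hits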
# proCasp3 act: activators of human procaspase-3. P42574. hit rate 0.11% among 330,000. activation, % at 8.5 µM. recombinant procaspase-3 D3A, Ac-DEVD-pNA absorbance 405 nm. AID 463141;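 active means activation above the mean of all tested compounds plus 3 SD, cut at about 21% in these data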;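 further: 0% = DMSO alone and 100% = DMSO wells spiked with extra 5 µM PC-3 D3A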
# Target sequence (P42574 whole entry D9A/D28A/D175A): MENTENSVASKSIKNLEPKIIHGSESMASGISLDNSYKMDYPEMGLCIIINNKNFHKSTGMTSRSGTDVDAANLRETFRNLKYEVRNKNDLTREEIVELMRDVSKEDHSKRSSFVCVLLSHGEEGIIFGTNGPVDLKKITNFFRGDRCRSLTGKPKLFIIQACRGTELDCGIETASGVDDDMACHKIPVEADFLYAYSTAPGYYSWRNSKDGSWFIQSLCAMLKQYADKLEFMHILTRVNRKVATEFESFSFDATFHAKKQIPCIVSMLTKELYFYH
#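 Compound: 8.5 µM single point, 0.8% DMSO / Material: Autoprocessing-dead procaspase-3 D3A mutant enzyme / Timing: 1 h preincubation plus 2 h reaction at 25 °C / Medium: Zinc-free HEPES/NaCl buffer with 0.01% Triton X-100 at pH 7.4 / Technique: 405 nm absorbance of p-nitroaniline, reads at 0 and 120 min / Repeats: one well per compound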
# procasp7 counter: counter-screen for procaspase-3 activators: activators of human procaspase-7. P55210. recombinant procaspase-7, Ac-DEVD-pNA absorbance 405 nm; D23A/D198A/D206A triple mutant, cannot self-cleave; scale: DMSO 0, 5 µM enzyme 100. activation, % at 8.5 µM. hit rate 0.093% among 330,000. AID 463210;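 active means percent activation above the screen-wide mean plus 3 SD, cut at about 25% in these data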
# Target sequence (P55210 whole entry D23A/D198A/D206A): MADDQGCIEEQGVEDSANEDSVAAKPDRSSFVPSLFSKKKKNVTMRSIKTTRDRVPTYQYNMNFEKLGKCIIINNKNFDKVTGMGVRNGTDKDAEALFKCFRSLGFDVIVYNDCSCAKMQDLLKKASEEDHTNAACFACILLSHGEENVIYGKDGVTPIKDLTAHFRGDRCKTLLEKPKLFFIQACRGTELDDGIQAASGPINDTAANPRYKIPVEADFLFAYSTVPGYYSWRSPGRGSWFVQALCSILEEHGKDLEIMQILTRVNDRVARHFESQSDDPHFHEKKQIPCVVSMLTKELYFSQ
#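 Assay system: Uncleavable procaspase-7 mutant enzyme | Input: 2 µM procaspase-7 mutant as dispensed | Timing: 1 h compound preincubation, 2 h substrate cleavage, 25 °C | Repeats: One well per compound | Control set: DMSO wells as 0%, DMSO with 5 µM added PC-7 as 100% | Technique: Epi-absorbance of released pNA at 405 nm, two timepoints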
# HCV core dimer: blocks dimerization of HCV core protein; hit rate 0.33% among 300,000; inhibition, % at 5 µM; TR-FRET GST/Flag-core106 dimerization, 1536-well;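 active means inhibition above the mean of all tested compounds plus 3 SD, set per screening campaign, cut at about 45% in these data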
#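 Assay system: tagged HCV core106 pair (GST and Flag); medium: KF-containing HEPES buffer, pH 7.45, DTT, CHAPS, BSA; also added: Eu donor and XL665 acceptor anti-tag antibodies; dosing: 5 µM single dose; timing: compound-protein-antibody incubation 4 h at 22.5 °C; signal: TR-FRET 671 and 617 nm emission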
# PP5 primary: PP5 (human) phosphatase inhibition; purified PP5c, OMFP substrate fluorescence; hit rate 0.18% among 320,000; inhibition, % at 6.7 µM;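 active means inhibition above the campaign's mean inhibition across all tested compounds plus 3 SD, cut at about 9.5% in these data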;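 further: 0% = DMSO only and 100% = 100 µM cantharidin control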
# * = called active by the depositor; ? = inconclusive; . = no result given.
SMILES,PP1 inh,GASC-1 inh,Fh CTSL1 inh,TPT1 inh,Efflux pump inh,proCasp3 act,procasp7 counter,HCV core dimer,PP5 primary
CSCCC(NC(=O)COc1ccccc1)C(=O)O (stereo unspecified),-7,-8,-8,4,0.1,4,10,-2,-1.0
CC1(C)C(=O)Nc2ccccc2N1C(=O)COC(=O)c1cccs1,.,0,.,.,0.0,2,-5,.,.
O=C(Nc1nc2ccccc2s1)c1cc(-c2ccco2)nc2ccccc12,-2,-10,5,-3,-0.3,8,-16,24,0.2
O=C(O)CC(NNC(=O)c1ccccc1)C(=O)Nc1ccc([N+](=O)[O-])cc1 (stereo unspecified),-4,0,-2,3,0.0,-2,5,4,-0.3
Cc1ccc(C)c(S(=O)(=O)N2CCCOC2CNC(=O)C(=O)NCc2ccncc2)c1 (stereo unspecified),1,-6,-1,-2,0.0,7,2,-6,1.5
NC(=O)CC(NC(=O)c1cccc(Br)c1)c1ccc(NCC2CC2)c([N+](=O)[O-])c1 (stereo unspecified),7,-3,1,2,-0.1,-8,4,6,-1.1
CCCNC(=O)c1oc2ccc3c(c2c1C)C=CC(C)(C)O3,4,-7,0,3,-0.1,-2,5,5,1.0
Cc1ccc(S(=O)(=O)N2CCN(CCNC(=O)C(=O)Nc3ccc(F)cc3)CC2)cc1,2,-22,-4,-2,0.0,-8,2,14,0.3
CCN(CC)CCCN(C(=O)c1cccc(C)c1)c1nc(-c2ccc(OC)cc2)cs1,1,4,0,1,0.1,0,8,4,0.8
CC(=O)Nc1cccc(NC(=O)c2csc(C)c2)c1,8,-3,1,0,0.0,2,9,-1,-0.3

# Compounds above with a thiophene ring, fused or not (2):
SMILES,PP1 inh,GASC-1 inh,Fh CTSL1 inh,TPT1 inh,Efflux pump inh,proCasp3 act,procasp7 counter,HCV core dimer,PP5 primary
CC1(C)C(=O)Nc2ccccc2N1C(=O)COC(=O)c1cccs1,.,0,.,.,0.0,2,-5,.,.
CC(=O)Nc1cccc(NC(=O)c2csc(C)c2)c1,8,-3,1,0,0.0,2,9,-1,-0.3

# Continuation:
SMILES,PP1 inh,GASC-1 inh,Fh CTSL1 inh,TPT1 inh,Efflux pump inh,proCasp3 act,procasp7 counter,HCV core dimer,PP5 primary
COc1ccc(C2CC(c3ccccc3)=NN2c2ccccc2)c(C(=O)O)c1OC (stereo unspecified),1,4,3,2,0.6,0,-8,-4,0.7
CC(C)CN(C(=O)/C=C/c1nc2ccccc2s1)C1CCS(=O)(=O)C1 (stereo unspecified),1,7,1,7,0.2,7,6,4,0.5
CC(=O)c1ccc(S(=O)(=O)N2CCC(c3nnc(SCCN4CCCC4)n3C)CC2)cc1,1,8,-3,-2,0.2,-13,-9,-11,0.1
O=C(CCN1C(=O)/C(=C\c2ccccc2)SC1=S)NNC(=O)c1ccncc1,-6,?,3,5,0.1,-1,-7,-2,2.9
CC1CCCN(CCCNC(=O)CN2C(=O)CSc3ccc(S(=O)(=O)N4CCOCC4)cc32)C1 (stereo unspecified),-3,14,-3,-1,0.1,2,6,5,-0.6
CC(C)Cc1nnc(NC(=O)CCC(=O)N2CCCCC2)s1,-3,3,-1,-1,0.0,8,3,6,2.5
Cn1c(=O)c2[nH]c(C3CCCC3)nc2n(C)c1=O,-3,7,2,-2,0.1,-1,0,-5,-0.2
Cn1c(Cc2ccccc2)nnc1SCC(=O)NC1CC1,-1,1,-2,-2,-0.1,7,0,-3,0.6
Cc1ccccc1C(=O)NC1CC2CCCC(C1)N2Cc1ccc(Cl)cc1 (stereo unspecified),-1,13,-1,-1,0.1,-8,10,-2,1.6
Cc1nc2sc(C(=O)c3ccccc3)c(N)c2c(C)c1C,1,-11,4,1,0.0,-8,0,-6,2.7
COc1cccc(C(C(=O)NC2CCCC2)N(C(=O)c2ccco2)c2ccc(C(C)=O)cc2)c1OC (stereo unspecified),2,5,2,1,-0.2,3,6,-20,1.5
COC(=O)c1c(NC(=O)c2c(Cl)cnn2C)sc(C)c1C,-5,-1,-9,-1,0.1,-10,-5,-11,1.7
NC1=NC2CS(=O)(=O)CC2S1 (stereo unspecified),6,-20,-2,1,0.0,-11,8,2,3.9
Cc1cc(C(=O)NCc2ccc(F)cc2)n(-c2ccccc2)n1,-4,-1,3,1,0.0,-5,5,1,-1.0
O=C(N/N=C\c1ccoc1)c1ccco1,-1,-10,-1,-2,0.0,-5,0,4,-0.4
COCC(C)NC(=O)CCc1nnc(C2(c3ccc(Cl)cc3)CCC2)o1 (stereo unspecified),0,7,-1,1,0.1,6,9,-9,1.0
Cc1cc(Cl)ccc1NC(=O)CN1C(=O)NC2(CCCc3ccccc32)C1=O (stereo unspecified),-1,-2,0,0,-0.1,6,3,-2,3.0
COc1cccc(COc2ncnc3sccc23)c1,-1,-44,-1,0,0.0,5,0,2,0.6
COc1ccccc1NC(=O)NN1CCCCC1,-2,-4,1,-1,0.1,-1,3,-4,0.6
O=C(CSc1ncccn1)Nc1ccc2c(c1)CCC2,-2,2,-4,-3,-0.2,2,2,0,7.0
CCOc1ccccc1N1CCN(S(=O)(=O)c2ccc(F)c(F)c2)CC1,2,7,0,0,-0.1,0,-8,3,4.7
COc1cc(OC)nc(N/N=C(\c2ccccc2)c2ccncc2)n1,9,-1,1,2,0.0,3,13,1,-0.1
CCS(=O)(=O)N1CCN(c2ccnc3cc(Cl)ccc23)CC1,-4,5,-4,2,-0.2,1,15,-2,1.4
O=C(Nc1ccccc1)N1CCSCC1,-2,45,-1,-4,-0.1,2,5,-6,-0.7
CCOc1ccc(-c2cc(C(=O)NN3CCN(C)CC3)c3cc(Cl)ccc3n2)cc1,1,-7,1,1,-0.4,5,-3,-4,-0.3
O=C(COc1ccccc1)NC(Cc1c[nH]c2ccccc12)C(=O)O (stereo unspecified),-4,-2,-2,2,0.0,7,-1,4,4.1
O=C(CSc1nnc(SCc2cccc3ccccc23)s1)N/N=C/C=C/c1ccccc1[N+](=O)[O-],16*,13,4,2,-0.1,2,3,8,1.3
Cc1ccc(NC(=O)CNCCCN2CCOCC2)cc1S(=O)(=O)N1CCCCC1,2,.,-6,0,-0.3,-5,-1,-6,1.5
Cc1ccc2c(c1)NC(=O)C(CC(=O)O)O2 (stereo unspecified),-2,6,1,-2,0.0,2,-2,3,0.7
CCn1nccc1C(=O)Nc1ccc(S(=O)(=O)NC23CC4CC(CC(C4)C2)C3)cc1,-8,.,4,-2,0.0,-7,-3,4,-1.7
O=C(CCN1CCCCCC1)Nc1ccc(F)cc1,1,-3,-1,1,-0.3,3,9,0,3.2
O=C1NC(Nc2nc3ccccc3s2)(C(F)(F)F)C(=O)N1C1CCCCC1 (stereo unspecified),2,-1,-1,-1,0.0,-8,-6,2,3.9
COCCCNC(=O)Nc1ccc2c(c1)N(C)C(=O)CS2,-1,1,1,-2,-0.1,-1,16,-7,-0.6
Cc1onc(-c2c(F)cccc2Cl)c1C(=O)OCC(=O)NCc1ccco1,-1,-3,-1,-3,0.1,-6,4,26,4.0
CCCCOc1ccc(-c2n[nH]c(=S)n2Cc2ccccc2)cc1,3,-9,2,-6,0.1,-2,0,8,0.7
O=C(NCc1ccccc1F)C(=O)NCC1CCCN1S(=O)(=O)c1ccccc1 (stereo unspecified),2,2,2,-1,-0.2,-10,2,3,-1.2
O=C(Nc1ccc(F)cc1F)c1cccc(C(=O)Nc2ccc(F)cc2F)n1,6,-6,1,-1,0.0,-7,-2,21,-0.7
Cc1noc(C)c1CSCC(=O)Nc1ccc(Br)cc1Cl,-3,-9,-41,0,0.1,0,10,3,0.7
CC1(C)Cc2cccc(OCC(=O)Nc3cc(S(C)(=O)=O)ccc3Cl)c2O1,13,6,.,.,0.4,7,2,.,3.6
O=C(CCc1ccccc1)NC1C2CC3CC(C2)CC1C3 (stereo unspecified),0,13,-4,0,0.0,-7,13,3,2.1
CCOc1cc(C(=O)Nc2ccc(S(=O)(=O)Nc3cc(C)on3)cc2)cc(OCC)c1OCC,3,-1,-3,2,0.2,-5,-1,13,1.2
CN(C(=O)CCN1C(=O)C(C)(C)Nc2ccccc21)c1ccccc1,-4,.,-8,1,0.0,-6,-7,-2,-1.1
CN(C)c1ccc(C(c2ccc(N(C)C)cc2)c2ccc([N+](=O)[O-])cc2)cc1,2,-12,0,1,0.0,5,10,9,-0.4
Cc1ccc(-n2c(SCC(N)=O)nnc2-c2ccccn2)cc1,-1,-2,0,-3,-0.5,1,-4,-4,1.0
CCOC(=O)[C@H]1[C@H]2COc3ccc(Br)cc3[C@@H]2N2C(=O)[C@H](C)NC(=O)[C@@]12C,.,-9,.,.,-0.2,5,9,.,.

# By substructure, the entries above with fluorine (eight)
SMILES,PP1 inh,GASC-1 inh,Fh CTSL1 inh,TPT1 inh,Efflux pump inh,proCasp3 act,procasp7 counter,HCV core dimer,PP5 primary
Cc1ccc(S(=O)(=O)N2CCN(CCNC(=O)C(=O)Nc3ccc(F)cc3)CC2)cc1,2,-22,-4,-2,0.0,-8,2,14,0.3
Cc1cc(C(=O)NCc2ccc(F)cc2)n(-c2ccccc2)n1,-4,-1,3,1,0.0,-5,5,1,-1.0
CCOc1ccccc1N1CCN(S(=O)(=O)c2ccc(F)c(F)c2)CC1,2,7,0,0,-0.1,0,-8,3,4.7
O=C(CCN1CCCCCC1)Nc1ccc(F)cc1,1,-3,-1,1,-0.3,3,9,0,3.2
O=C1NC(Nc2nc3ccccc3s2)(C(F)(F)F)C(=O)N1C1CCCCC1 (stereo unspecified),2,-1,-1,-1,0.0,-8,-6,2,3.9
Cc1onc(-c2c(F)cccc2Cl)c1C(=O)OCC(=O)NCc1ccco1,-1,-3,-1,-3,0.1,-6,4,26,4.0
O=C(NCc1ccccc1F)C(=O)NCC1CCCN1S(=O)(=O)c1ccccc1 (stereo unspecified),2,2,2,-1,-0.2,-10,2,3,-1.2
O=C(Nc1ccc(F)cc1F)c1cccc(C(=O)Nc2ccc(F)cc2F)n1,6,-6,1,-1,0.0,-7,-2,21,-0.7
